Compound activity deposited in PubChem BioAssay by several laboratories.
NSD2 HMT inh: blocks human histone methyltransferase NSD2; O96028; NSD2 peptide methylation, AlphaScreen, 120 min; inhibition, % at 12.5 µM; 0.54% of 310,000 active; in the data active = inhibition above about 50%
Target sequence (O96028 whole entry, looked up): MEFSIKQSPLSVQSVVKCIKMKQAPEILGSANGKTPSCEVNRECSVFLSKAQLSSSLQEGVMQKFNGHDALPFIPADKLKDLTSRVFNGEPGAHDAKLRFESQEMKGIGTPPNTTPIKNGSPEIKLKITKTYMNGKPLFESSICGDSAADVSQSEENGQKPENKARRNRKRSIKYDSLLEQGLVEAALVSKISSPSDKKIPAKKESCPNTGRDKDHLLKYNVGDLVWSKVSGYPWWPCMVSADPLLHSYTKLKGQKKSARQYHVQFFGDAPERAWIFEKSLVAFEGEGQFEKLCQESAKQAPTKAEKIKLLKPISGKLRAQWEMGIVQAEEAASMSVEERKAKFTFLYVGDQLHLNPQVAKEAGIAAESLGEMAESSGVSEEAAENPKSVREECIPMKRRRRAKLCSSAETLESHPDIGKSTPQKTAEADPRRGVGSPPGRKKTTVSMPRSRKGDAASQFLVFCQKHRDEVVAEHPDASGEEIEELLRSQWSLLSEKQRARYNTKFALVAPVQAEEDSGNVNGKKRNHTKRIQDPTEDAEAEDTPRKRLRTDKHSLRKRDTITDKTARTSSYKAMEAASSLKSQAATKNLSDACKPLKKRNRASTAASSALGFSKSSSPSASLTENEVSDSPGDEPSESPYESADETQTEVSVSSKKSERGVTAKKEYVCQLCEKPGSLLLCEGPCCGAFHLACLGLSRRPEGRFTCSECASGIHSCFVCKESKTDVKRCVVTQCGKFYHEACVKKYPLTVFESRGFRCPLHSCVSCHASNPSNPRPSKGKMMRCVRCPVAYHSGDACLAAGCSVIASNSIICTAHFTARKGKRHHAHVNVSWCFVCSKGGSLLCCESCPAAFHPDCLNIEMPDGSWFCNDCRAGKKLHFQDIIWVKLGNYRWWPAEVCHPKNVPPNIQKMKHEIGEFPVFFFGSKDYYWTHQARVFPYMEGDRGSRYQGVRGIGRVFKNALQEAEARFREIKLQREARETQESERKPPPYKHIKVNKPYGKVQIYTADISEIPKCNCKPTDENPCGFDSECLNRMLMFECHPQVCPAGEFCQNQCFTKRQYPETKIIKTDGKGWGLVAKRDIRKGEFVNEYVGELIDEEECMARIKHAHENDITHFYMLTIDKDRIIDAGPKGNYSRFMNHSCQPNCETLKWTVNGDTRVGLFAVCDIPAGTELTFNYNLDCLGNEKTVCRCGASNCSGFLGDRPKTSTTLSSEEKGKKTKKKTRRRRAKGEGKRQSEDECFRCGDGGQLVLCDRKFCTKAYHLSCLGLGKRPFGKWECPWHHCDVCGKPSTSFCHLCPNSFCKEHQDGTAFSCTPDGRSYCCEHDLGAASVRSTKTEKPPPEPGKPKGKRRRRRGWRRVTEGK
SR-BI DiI-HDL act: SR-BI HDL lipid transfer activation | CHO ldlA[mSR-BI] cells, DiI-HDL uptake fluorescence, 3 h; 100 = double the neutral-control signal | activation, % at 12.5 µM | 0.096% of 320,000 active;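 active = mean replicate activation of at least 60% and every replicate at or above 60%; inconclusive = mean or all-replicate condition met, but not both; inactive = mean below 60% and not all replicates reaching 60%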;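 also: 0% = median plate neutral-control signal and 100% = twice that signal; values of inactives mirror those of a sister screen read the other way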
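System: CHO ldlA[mSR-BI] cells / Medium: HEPES-buffered (25 mM, pH 7.4) F12 plus 0.5% BSA / Probe or stimulus: labelled HDL, 10 µg/mL / Doses: single compound concentration, delivered by pin transfer / Schedule: 3 h, 37 °C / Measured by: DiI fluorescence, bottom read / Measure: cell-associated DiI fluorescence as measure of HDL uptake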
PKA-R1A activ: activators of PKA-R1A complex; activation, % at 11.4 µM; PKA-R1A dissociation, Cy5-IP20 fluorescence polarization; scaled: DMSO 0%, 113 µM cGMP 100%; 0.083% of 340,000 active;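 active = percent activation above the mean of all tested compounds plus 3 SD, cut at about 19% in these data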;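 also: higher means more PKAc released from R1A so a rise in polarization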
CDK5 inh: blocks human CDK5/p35 kinase activity | Q00535+Q15078 | Recombinant CDK5/p35, ADP-Glo luminescence, 60 min | inhibition, % at 10 µM | 0.01% of 330,000 active | AID 488839;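 active = highest replicate inhibition of at least 50% and at least 75% of replicates reaching 50%; inconclusive = only one of the two criteria met; inactive = both criteria failed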;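 also: plate controls were DMSO neutral control for no effect and GW8510 at 10 µM for full effect; many of its hits are not listed in these tables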
Arr AP2 block: human beta-arrestin and AP2 interaction inhibition; FITC-arrestin peptide / GST-AP2 beads, flow cytometry; AP2 beta2 appendage carries R879A mutation; inhibition, % at 10 µM; 0.31% of 340,000 active; AID 504490;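 active = inhibition above a set limit, near 3 SD of compounds lacking own fluorescence, cut at about 54% in these data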;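 also: plate controls were DMSO wells for no effect and 5 µM unlabelled arrestin peptide for full effect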
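Material – AP2 appendage R879A on GSH beads · Buffer or medium – PBS with 0.05% Tween 20 and 0.1% BSA · Probe or stimulus – fluorescein-tagged arrestin peptide at 50 nM final · Incubation – compound with beads 12 min RT, then probe 1 h RT · Detection – high-throughput flow cytometry of beads, ex 488, em 535 nm · Evaluation – percent response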
SUMO Mot1 rescue: inhibitors of SUMOylation pathway: yeast Mot1-301 growth rescue | S. cerevisiae Mot1-301 growth rescue, ATP luminescence, 38.5C; percent above DMSO median, 100 means doubled | growth rescue, % at 18.8 µM | 1% of 320,000 active;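 active = every valid replicate shows activation above 250% relative to neutral control wells; inactive = the rest, any valid replicate at or below 250%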;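 also: OY570 slx delta 5 strain wells were the positive control but not used for scaling; some compounds called inactive have numbers as strong as hits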
PKA-R2B activ: PKA-R2B complex activation; PKA-R2B holoenzyme dissociation, Cy5-IP20 fluorescence polarization; R2B truncated from residue 108, S112A mutant; 0% DMSO only, 100% 113 µM cGMP; activation, % at 11.4 µM; 0.079% of 340,000 active; AID 504700;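 active = activation above a cutoff set at the mean over all compounds plus 3 SD, cut at about 18% in these data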;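 also: higher means more holoenzyme dissociation and a rise in polarization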
DSG3 Ab inh: blocks pemphigus antibody binding to human desmoglein-3. P32926. DSG3-coupled beads, scFv-anti-DSG3-GFP binding, flow cytometry; stronger effect = lower value. binding (percent of control), % at 10 µM. 0.48% of 310,000 active. AID 588358;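 active = binding more than 3 SD below its plate's average and above zero; inconclusive = below that plate limit but binding exactly zero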;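 also: hits lower antibody fragment binding to DSG3; some compounds called inactive have numbers as strong as hits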
dFosB act: enhances mouse delta FosB homodimer DNA binding. P13346. purified delta FosB, TAMRA-CDK5 oligo fluorescence polarization; percent of positive-control signal above neutral wells. activation, % at 25 µM. 0.99% of 340,000 active. AID 493131;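 active = mean activation above about 17%, with every replicate also reaching it, limit read from the data, passing the limit was not always enough; inconclusive = only one of the two conditions met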;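 also: fluorescence polarization rise as delta FosB binds a TAMRA Cdk5 AP-1 oligo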
MITF act: MITF TRPM1 promoter activation in melanoma cells | SK-MEL-5 TRPM1-promoter luciferase, 24 h; % of positive control, neutral wells = 0 | 0.75% of 300,000 active | activation, % at 12.5 µM;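 active = mean activation of at least 80% with every replicate also reaching 80%; inconclusive = mean reaches 80% but some replicate falls short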;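 also: 0% = neutral control wells and 100% = parthenolide positive control wells; values of inactives mirror those of a sister screen read the other way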
SR-BI DiI inh: blocks mouse SR-BI lipid uptake from DiI-HDL; 0.96% of 320,000 active; Q61009; inhibition, % at 12.5 µM; AID 488896; ldlA[mSR-BI] CHO cells, DiI-HDL uptake fluorescence, 3 h;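 active = mean replicate inhibition of at least 70% and a set share of replicates each scoring 70 or more; inconclusive = meets just one of the two criteria; inactive = fails both criteria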;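 also: 0% = median of neutral control wells and 100% = median of positive control wells; values of inactives mirror those of a sister screen read the other way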
Starred values were filed as active, the others as inactive; ? = inconclusive; . = not tested or not shown.

SMILES	NSD2 HMT inh	SR-BI DiI-HDL act	PKA-R1A activ	CDK5 inh	Arr AP2 block	SUMO Mot1 rescue	PKA-R2B activ	DSG3 Ab inh	dFosB act	MITF act	SR-BI DiI inh
CCc1ccccc1NC(=O)CNC(=O)CCNC(=O)Nc1ccccc1	1	20	4	0.3	1	-12	-3	.	1	7	-20
CC(C)CNC(=O)C1CCN(S(=O)(=O)c2ccc3c(c2)OCCO3)CC1	0	16	-1	0.6	3	5	-10	108	-9	9	-16
CC/C(=C\c1ccc(N(C)C)cc1)c1ccncc1	4	2	7	0.6	37	.	-14	.	5	32	-2
O=C1NCCCCC1NS(=O)(=O)c1ccccc1 (stereo not drawn)	0	26	-4	0.7	18	2	-2	89	4	12	-26
O=C(N/N=C\C=C\c1ccco1)c1cncc(Br)c1	1	5	1	0.7	-14	6	6	.	-6	1	-5
N/C(=N\N=C\c1ccco1)SC1CC(=O)N(c2ccccc2)C1=O (stereo not drawn)	-4	-14	4	-4.1	13	-10	-8	109	14	14	14
COC(=O)c1sc(S(=O)(=O)NCc2ccccc2)c(C(=O)OC)c1C	-10	-4	-2	6.0	13	-3	0	101	3	8	4
CCN(C(=O)COC(=O)COc1ccc2c(c1)CCC2)c1c(N)n(Cc2ccccc2)c(=O)[nH]c1=O	1	-21	0	0.5	22	.	-7	97	24*	-4	21
O=C(NCCCn1ccnc1)C1c2ccccc2Oc2ccccc21	1	16	-11	-0.7	6	74	-2	100	-1	.	-16
Cc1cc(C)c2c(N)c(C(=O)NCC3CCCCC3)sc2n1	0	-14	-3	0.6	-5	620	-1	102	6	88*	14
COc1ccc(CCNS(=O)(=O)c2ccc(-c3ccc(=O)[nH]n3)o2)cc1OC	3	4	-2	1.9	44	-14	5	.	-7	5	-4
CCn1ccc(C(=O)Nc2cccc(Cl)c2)n1	-3	40	4	-2.9	7	-3	-10	105	-2	41	-40
CCOc1ccc(N2C(=O)CC(SCc3nc4ccccc4[nH]3)C2=O)cc1 (stereo not drawn)	9	5	-1	3.5	33	-18	5	82	-6	-13	-5
Cc1ccc(-c2cc(N)nc(-c3ccccc3)c2)cc1	0	-30	1	0.0	7	261	0	102	-12	24	30
CCOc1ccc2nc(NC(=O)C3CCN(c4cnccn4)CC3)sc2c1	.	.	2	-0.6	18	59	-6	.	-2	.	.
O=C(c1cc2cc(Cl)ccc2oc1=O)N1CCOCC1	2	5	9	0.8	6	-12	-4	86	5	0	-5
Cc1cc(=O)[nH]c(/N=C(\N)Nc2cccc3ccccc23)n1	3	34	4	-0.3	4	-7	-6	102	-2	9	-34
CSc1nsc(SCC(=O)NCc2ccc(C)cc2)n1	-3	8	-2	1.2	-4	-2	-9	110	0	.	-8
Cc1ccc(CN2CC(C(=O)N3CCN(S(=O)(=O)c4c(F)cccc4F)CC3)CC2=O)cc1 (stereo not drawn)	0	12	1	-0.6	19	3	3	102	-6	5	-12
C/C(N)=C(/C#N)C(=O)CSc1nc2cc(Cl)ccc2s1	-3	-3	-6	1.2	11	12	5	96	-18	9	3
Nc1cc(=O)[nH]c(=O)n1-c1cccc(F)c1	-2	22	5	-1.4	-4	-2	-1	90	4	8	-22
COc1ccc(CNCC2COc3ccccc3O2)cc1 (stereo not drawn)	2	19	11	0.8	-14	-19	0	98	7	22	-19
COC(=O)c1ccccc1NC(=O)C(CCS(C)(=O)=O)NC(C)=O (stereo not drawn)	1	2	2	-0.3	22	-2	-11	.	5	-7	-2
Cc1ccc(C)c(S(=O)(=O)N2CCN(C(=O)CN3C(=O)C4CC=CCC4C3=O)CC2)c1 (stereo not drawn)	-2	38	-7	-0.3	6	.	-5	-15	-7	0	-38
CC(NC(=O)c1ccc(N2CCCC2)c([N+](=O)[O-])c1)c1ccc(S(N)(=O)=O)cc1 (stereo not drawn)	2	-1	-8	-1.2	-3	132	1	111	-5	-2	1
COC(=O)c1ccc2c(=O)n(Cc3ccc(C(=O)NC4CCCC4)cc3)c(=S)[nH]c2c1	0	-51	-16	.	1	-1	5	78	-4	9	51
COc1cccc(/C=N/c2oc(-c3ccccc3)cc2C#N)c1O	.	-2	3	1.3	-5	-3	-2	.	1	.	2
CCN(C(=O)c1ccc(NC(=O)c2ccco2)cc1)c1ccccc1	-1	-2	-5	-0.8	-16	3	9	105	-4	9	2
COc1cc(NS(=O)(=O)c2c(C(=O)N3CCOCC3)c(C)n(C)c2C)cc(OC)c1OC	-4	24	-2	1.1	-2	-4	5	96	1	-10	-24
CCOC(=O)C(C#N)=CN1CCN(C(=O)CCCl)c2ccccc21	0	-1	4	1.0	-5	.	3	106	-4	17	1
O=C(CSc1nnc(NC(=O)c2ccccc2)s1)NCC1CCCO1 (stereo not drawn)	1	7	9	0.7	-13	-23	2	105	-2	53	-7
CCOc1ccccc1NC(=S)N1CCC(c2nc3ccccc3o2)CC1	1	-12	0	-1.4	21	2	-2	86	-7	7	12
COc1ccc(/C=C/C(=O)NCC(=O)N/N=C(/C)c2ccco2)cc1	-1	4	-1	-0.6	18	3	-11	.	-2	-3	-4
O=C(CSc1ccc(S(=O)(=O)N2CCCC2)cn1)Nc1ccc([N+](=O)[O-])cc1C(F)(F)F	0	-51	-2	-0.1	32	.	-12	105	-4	.	51
NS(=O)(=O)c1ccc(N/C=C\C(=O)c2ccc(F)cc2)cc1	-3	-6	3	1.7	25	-3	-14	71	-4	79	6
COCCCN1C2=C(C(=O)CC(C)(C)C2)C(c2ccc(O)c(OC)c2)C2=C1CC(C)(C)CC2=O	18	6	-8	-0.1	3	-4	-9	109	-2	-3	-6
COCC(=O)N(Cc1cc2ccccc2[nH]c1=O)c1ccccc1OC	-2	13	1	-0.4	-1	13	-1	103	-6	-6	-13
COc1ccc(C(=O)c2oc3ccc(OC)cc3c2N)cc1	.	-53	-6	0.4	7	-3	12	103	-12	102*	53
COc1ccc(CN(CCCN2CCOCC2)C(=O)Nc2ccccc2)cc1OC	-18	-24	-5	0.3	1	-1	1	96	-6	11	24
CCc1ccc(NC(=O)C(=O)NNC(=O)COc2cccc(OC)c2)cc1	-1	5	3	-6.2	5	-8	-5	84	6	12	-5
CCOC(=O)c1c(C)[nH]c(C)c1S(=O)(=O)N(C)CC(=O)Nc1cccc(C)n1	4	-4	-3	-0.5	23	115	-4	99	-3	-14	4
COc1ccc(NCC(=O)Nc2cccc(S(=O)(=O)N3CCCC3)c2)cc1Cl	-2	-44	15	2.5	-3	-7	-1	.	-17	3	44
COc1cc(C2c3c(oc4cc(C)c(C)cc4c3=O)C(=O)N2c2cc(C)ccn2)ccc1O (stereo not drawn)	-1	-14	-15	-0.8	2	48	-1	98	?	2	14
N/C(=N\OC(=O)c1cccc(Br)c1)c1ccncc1	2	13	-4	1.6	16	6	-4	111	-8	26	-13
O=C(COC(=O)c1ccc(S(=O)(=O)NCc2ccco2)cc1)c1ccccc1	1	-4	-12	-1.0	-13	8	2	99	?	9	4
CCOC(=O)c1c(-c2cccs2)csc1NC(=O)CCCC(=O)O	-1	47	13	2.1	0	20	-9	108	5	-4	-47
CCC(=O)OCC(=O)Nc1ncc(C(F)(F)F)cc1Cl	-2	3	5	0.0	0	-1	-8	97	-4	-3	-3
CC(N=c1ccccn1C(=O)Nc1cccc(C(F)(F)F)c1)c1ccco1 (stereo not drawn)	29	-18	-3	0.6	15	50	3	.	-3	.	18
COCCSc1ccccc1C(=O)Nc1nncs1	-2	-2	-4	-1.3	6	10	3	.	-15	.	2
CC(C)(C)c1ccc(OCC(O)CSc2ncn[nH]2)cc1 (stereo not drawn)	.	1	-4	-0.1	0	22	9	99	-3	-13	-1
CN(C(=O)Cn1cc(C(F)(F)F)cc(Cl)c1=O)C1CCS(=O)(=O)C1 (stereo not drawn)	-1	1	-3	1.5	-12	-21	-15	96	-2	-1	-1
COc1ccc(C(C(=O)NCCC(C)C)N(CCN2CCOCC2)C(=O)Cn2nnc3ccccc32)c(OC)c1 (stereo not drawn)	-7	17	1	-2.0	9	96	-8	98	2	-6	-17
CS(=O)(=O)c1ccc(Cl)c(NC(=O)CCc2ccccc2)c1	0	-8	-2	-0.7	1	114	-10	96	0	11	8
Cc1cc(C)n(-c2nc3ccccc3nc2N2CCOCC2)n1	.	.	1	-0.9	-3	-12	-3	95	5	-2	.
Cc1cc(C)cc(OC(=O)CN2C(=O)c3ccccc3C2=O)c1	-3	19	-9	-0.1	35	-1	-7	99	-4	6	-19
CC(C)(CO)NCc1cccc(OCc2ccc(Cl)cc2)c1	-1	2	-17	-0.6	3	-1	-11	70	-4	12	-2
Nc1ncn(C(=O)c2ccco2)n1	-1	.	9	1.6	2	-12	3	111	4	-8	.
COc1ccc(CNC(=O)c2c(O)c3cccc4c3n(c2=O)CCC4)cc1OC	-2	-20	-3	-0.9	-4	0	4	105	-4	-2	20
COc1cc(OC)cc(C(=O)OCc2cc3ccccc3[nH]c2=O)c1	.	-13	-8	-2.9	-2	11	-10	80*	7	-3	13
Cc1ccc(C2CC(c3ccco3)n3nc(N)nc3N2)cc1 (stereo not drawn)	.	18	-1	0.1	13	32	-3	103	3	-1	-18
The listing continues.
SMILES	NSD2 HMT inh	SR-BI DiI-HDL act	PKA-R1A activ	CDK5 inh	Arr AP2 block	SUMO Mot1 rescue	PKA-R2B activ	DSG3 Ab inh	dFosB act	MITF act	SR-BI DiI inh
COC(=O)CCCCCN1C(=O)/C(=C\c2ccncc2)SC1=S	3	-5	3	-2.5	23	7	-18	110	-13	-2	5
O=C(NCCc1ccccc1)c1ccc([N+](=O)[O-])cc1	-8	-16	10	-1.6	4	-4	3	108	-3	.	16
O=C(/C=C/c1ccccc1Cl)N1CCN(c2ncccn2)CC1	-5	10	-3	1.3	12	9	-6	101	-2	9	-10
O=C(c1ccc(Cn2cc(Br)cn2)o1)N1N=C(C(F)F)CC1(O)C(F)F (stereo not drawn)	0	-11	-6	2.0	-2	6	-1	99	-4	-12	11
